mIAP block = mouse IAP inhibition. purified mouse IAP, CDP-Star luminescence, 30 min. inhibition, % at 10 µM. 0.2% of 330,000 active;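 active = inhibition of at least 40% at 10 µM in the primary screen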;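 also: plate controls were DMSO with enzyme for no effect and no enzyme wells for full effect; values of inactives mirror those of a sister screen read the other way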
hIAP act = increases human intestinal alkaline phosphatase activity. purified human IAP, CDP-Star luminescence, 30 min; active compounds read high; 1 = vehicle-only enzyme, 0 = enzyme-free background. activation factor at 10 µM. 0.16% of 330,000 active;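 active = activation factor of the enzyme at least 2-fold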; also: the source names both 10 and 20 µM as test concentration; values of inactives mirror those of a sister screen read the other way
A3G deaminase = inhibitors of human APOBEC3G DNA deaminase; recombinant A3G, ssDNA deamination FAM/TAMRA fluorescence; AID 493012; inhibition, % at 20 µM; 0.28% of 330,000 active;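 active = inhibition of at least 40% at 20 µM, with no more than 30% in the related APOBEC3A deaminase screen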;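 also: plate controls were DMSO wells with A3G for no effect and wells lacking A3G enzyme for full effect; some compounds called inactive have numbers as strong as hits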
Target sequence (Q9HC16 whole entry, looked up): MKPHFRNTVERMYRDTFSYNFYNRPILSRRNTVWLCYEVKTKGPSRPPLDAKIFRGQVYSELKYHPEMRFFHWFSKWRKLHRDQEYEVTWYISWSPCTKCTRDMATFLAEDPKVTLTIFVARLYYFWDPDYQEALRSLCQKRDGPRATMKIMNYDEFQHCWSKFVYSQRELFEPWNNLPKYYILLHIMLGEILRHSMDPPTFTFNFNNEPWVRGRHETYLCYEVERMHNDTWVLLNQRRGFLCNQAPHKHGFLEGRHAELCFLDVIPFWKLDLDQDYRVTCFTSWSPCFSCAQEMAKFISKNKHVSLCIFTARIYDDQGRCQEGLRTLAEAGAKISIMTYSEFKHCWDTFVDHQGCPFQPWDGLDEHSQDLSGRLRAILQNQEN
SENP1 FRET inh = blocks the human SENP1 SUMO protease catalytic domain; Q9P0U3; recombinant SENP1 catalytic domain, CyPet-SUMO1-YPet FRET cleavage; inhibition, % at 10 µM; 0.21% of 360,000 active;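 active = inhibition at least 30% at 10 µM, raw YFP signal under a set limit, fluorescence ratio 0.5 to 1.5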;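 also: 0% = enzyme with DMSO and 100% = no enzyme wells; some results filed as inactive read as strong as hits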
Target sequence (Q9P0U3 419-644 limits assumed): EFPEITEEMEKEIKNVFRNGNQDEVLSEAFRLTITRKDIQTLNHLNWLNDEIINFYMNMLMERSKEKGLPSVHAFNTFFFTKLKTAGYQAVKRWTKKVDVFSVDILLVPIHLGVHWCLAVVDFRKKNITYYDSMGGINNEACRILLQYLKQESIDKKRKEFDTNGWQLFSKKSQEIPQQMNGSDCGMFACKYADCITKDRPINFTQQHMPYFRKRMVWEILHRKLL
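Controls: no-enzyme wells low, DMSO-plus-enzyme wells high control. Test system: human recombinant His6-tagged SENP1 catalytic domain enzyme. Reagent: SFCypet-SUMO1-SFYpet FRET protein substrate, 25 nM final. Doses: one dose per compound, 10 µM, 0.5% DMSO. Detection: FRET, CFP and YFP emission. Timing: 50 min reaction at room temperature.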
NLRP3 yeast inh = blocks the NALP3 inflammasome reconstituted in yeast; Yeast reconstituted NLRP3/ASC/caspase-1, beta-gal luminescence, 24 h; inhibition, % at 10 µM; 0.39% of 330,000 active;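 active = inhibition of 50% or more; inactive = inhibition below 50%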;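 also: plate controls were induced DMSO wells for no effect and uninduced yeast grown without galactose for full effect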
beta cell repl = MIN6 beta-cell proliferation induction. 0.29% of 330,000 active. proliferation, % at 10 µM. MIN6 cells proliferation, ATPlite luminescence, 48 h; cells starved in 0.2% serum; 100% = growth in 10% serum. AID 2380;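 active = compounds whose signal lies at least 3.5 SD above the mean of all wells on their plate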;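 also: 0% = DMSO-treated cells in low-serum medium and 100% = 10% serum control; some compounds called inactive have numbers as strong as hits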
mIAP act = mouse IAP activation | muIAP, CDP-Star luminescence, 30 min; active compounds read high; 1 = vehicle-only enzyme signal, 0 = enzyme-free wells | activation factor at 10 µM | 0.24% of 330,000 active;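 active = activation factor of at least 2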; also: the source names both 10 and 20 µM as test concentration; values of inactives mirror those of a sister screen read the other way
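Assay system: mouse IAP enzyme / Compound: DMSO-dissolved test compounds / Timing: 30 min, room temperature / Measured by: luminescence from enzymatic CDP-Star hydrolysis / Control set: DMSO-only wells, enzyme-free buffer wells as negative control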
A3A deaminase = inhibitors of human APOBEC3A DNA deaminase | P31941 | recombinant A3A, FAM/TAMRA ssDNA deamination fluorescence | inhibition, % at 20 µM | 0.41% of 330,000 active | AID 493011;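 active = at least 40% inhibition at 20 µM here, with at most 30% in a related deaminase screen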;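 also: plate controls were A3A with DMSO for no effect and wells lacking A3A enzyme for full effect; some results filed as inactive read as strong as hits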
Target sequence (P31941 whole entry, looked up): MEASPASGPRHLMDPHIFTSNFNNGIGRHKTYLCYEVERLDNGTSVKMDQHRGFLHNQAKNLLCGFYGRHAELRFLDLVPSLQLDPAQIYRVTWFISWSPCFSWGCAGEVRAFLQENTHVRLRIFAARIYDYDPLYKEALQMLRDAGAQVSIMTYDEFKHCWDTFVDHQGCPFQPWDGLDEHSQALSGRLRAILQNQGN
hIAP inh = blocks human intestinal alkaline phosphatase | 0.12% of 330,000 active | P09923 | inhibition, % at 10 µM | purified IAP, CDP-Star luminescence, 30 min;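 active = inhibition reaching a set limit with compound at 10 µM in the primary screen, cut at about 35% in these data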;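 also: plate controls were DMSO wells with enzyme for no effect and no-enzyme buffer wells for full effect; values of inactives mirror those of a sister screen read the other way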
The depositor's hits bear a star; · = not tested or not shown. A portion of the library; rates above refer to the full screens.

Each structure is followed by: mIAP block	hIAP act	A3G deaminase	SENP1 FRET inh	NLRP3 yeast inh	beta cell repl	mIAP act	A3A deaminase	hIAP inh
COc1ccc([N+](=O)[O-])cc1NC(=O)COC(=O)Cc1cc(OC)c(OC)c(OC)c1
  -11	1.1	-10	3	12	-1	1.1	0	-10
COc1cnc(-c2cccc(C(F)(F)F)c2)nc1OC
  2	1.1	-3	3	6	0	0.98	1	-7
CC(=O)c1sc(N/N=C\c2c(O)ccc3ccccc23)nc1C
  26	1.2	-1	-43	1	-3	0.74	-5	-23
CCCCCOC(=O)c1ccc(N2C(=O)C3C4C=CC(C4)C3C2=O)cc1 (stereo not given)
  1	0.95	-8	1	30	0	0.99	-2	5
CCCC(=O)Nc1cc(C)c(NC(=O)c2ccccn2)cn1
  -18	1.1	-4	8	-4	0	1.2	-1	-14
C=CCNC(=S)NNC(=O)c1cccn(Cc2cccc(Cl)c2)c1=O
  20	2	-2	1	2	0	0.81	-3	-95
Cc1cc(NS(=O)(=O)c2ccccc2)c(C)c(Cl)c1O
  2	1.2	0	1	-31	-6	0.98	1	-22
CC(NC(=O)Cc1cccs1)C(c1cccs1)N1CCN(c2ccccc2F)CC1 (stereo not given)
  -16	1	-4	1	-1	-3	1.2	-3	-3
CCNC(=O)COC(=O)/C=C/c1cccs1
  -4	1.1	-8	2	-22	-1	1	-6	-14
Cc1ccccc1Nc1ccc([N+](=O)[O-])cn1
  9	1	-3	-1	1	-3	0.91	-3	0
CC(C)CSc1nnc2[nH]c(=O)cc(N)n12
  -3	1.2	-4	-1	3	3	1	-16	-18
O=C(O)/C=C/c1cn(Cc2ccccc2)nc1-c1ccccc1
  -8	1	4	2	-6	1	1.1	2	-2
Cc1ccc2[nH]c3c(c2c1)CN(C(=O)CN1CCN(C(=O)c2ccco2)CC1)CC3
  -3	0.98	4	·	15	-2	1	21	2
O=C(CSc1nnc(COc2ccccc2)n1-c1ccccc1)c1cccs1
  3	0.94	18	2	16	0	0.97	-1	6
O=C(Nc1ccc(Br)cn1)c1ccc2ccccc2c1
  6	0.9	-5	3	20	-1	0.94	-7	10
O=C(O)/C(=C\c1ccc(-c2ccccc2[N+](=O)[O-])o1)c1ccccc1
  7	0.9	2	1	25	-5	0.93	-3	10
CN(C)/C=C/C(=O)c1ccc(Cl)c([N+](=O)[O-])c1
  -5	1.1	1	1	-6	-3	1	0	-8
COC(=O)C1=C(C)N(CC(C)C)C(=O)C1
  7	1	9	1	-11	-1	0.93	2	0
c1ccc2c(c1)OCC(c1nnc3n1-c1ccccc1SC3)O2 (stereo not given)
  -2	1.1	-8	0	-12	-1	1	1	-9
O=C(N1CCOCC1)N1CCOCC1
  5	0.89	-3	0	-15	0	0.95	-1	11
COCCn1c(SCC(=O)N2CCCC2)nc2c([nH]c3ccccc32)c1=O
  2	0.9	-10	1	12	6	0.98	1	10
CCN(CC)C(=O)c1[nH]cnc1C(=O)NCCCCCNC(=O)OC(C)(C)C
  -4	1.2	-11	0	4	-1	1	-1	-17
Cc1cc(C(=O)COc2ccccc2[N+](=O)[O-])c(C)n1C1CC1
  -3	1.2	-4	2	3	-3	1	-2	-16
CCOC(=O)CNC(=O)N1c2ccccc2Sc2ccccc21
  -2	1	2	4	14	0	1	-10	-2
O=C(NCC1CCCO1)C(=O)N/N=C/c1c(F)cccc1Cl (stereo not given)
  0	1	-5	1	-7	0	0.99	-1	-2
COc1ccc(-c2cc(C3CCN(Cc4cccc(C(F)(F)F)c4)CC3)[nH]n2)cc1
  4	0.92	-7	-1	16	-5	0.96	-2	8
Cc1cc(C)nc(N2CCCC(C(=O)NCCc3cccc(F)c3)C2)n1 (stereo not given)
  8	0.85	-9	1	19	5	0.92	-3	15
CC(=O)c1ccc(-n2c(CCC(=O)O)ccc2-c2cccs2)cc1
  7	1	-1	-20	4	3	0.93	-2	0
CCCn1c(=N)c(C(=O)NCc2ccc3c(c2)OCO3)cc2c(=O)n3cccc(C)c3nc21
  0	0.99	7	-109	16	-5	1	14	0
OC(CNc1nc2ccccc2s1)c1ccccc1 (stereo not given)
  -1	1.1	-2	-3	18	0	1	-1	-6

Some of the entries so far, as labelled records:
COC(=O)C1=C(C)N(CC(C)C)C(=O)C1
  mIAP block: 7 | hIAP act: 1 | A3G deaminase: 9 | SENP1 FRET inh: 1 | NLRP3 yeast inh: -11 | beta cell repl: -1 | mIAP act: 0.93 | A3A deaminase: 2 | hIAP inh: 0

c1ccc2c(c1)OCC(c1nnc3n1-c1ccccc1SC3)O2 (stereo not given)
  mIAP block: -2 | hIAP act: 1.1 | A3G deaminase: -8 | SENP1 FRET inh: 0 | NLRP3 yeast inh: -12 | beta cell repl: -1 | mIAP act: 1 | A3A deaminase: 1 | hIAP inh: -9

O=C(N1CCOCC1)N1CCOCC1
  mIAP block: 5 | hIAP act: 0.89 | A3G deaminase: -3 | SENP1 FRET inh: 0 | NLRP3 yeast inh: -15 | beta cell repl: 0 | mIAP act: 0.95 | A3A deaminase: -1 | hIAP inh: 11

(list continues)
Each structure is followed by: mIAP block	hIAP act	A3G deaminase	SENP1 FRET inh	NLRP3 yeast inh	beta cell repl	mIAP act	A3A deaminase	hIAP inh
O=C(NCc1nc(-c2ccc(C(F)(F)F)cc2)no1)Nc1cc(Cl)cc(Cl)c1
  -12	0.86	-9	-1	8	-4	1.1	1	14
CC(C)(C)NC(=O)CN(Cc1cccnc1)C(=O)c1csnn1
  1	1	2	0	19	-3	0.99	2	-3
Cc1cc(=O)[nH]c(NN=C2C3CC4CC(C3)CC2C4)n1
  12	1.3	-6	5	3	-2	0.88	0	-28
COc1ccc(CC2(CO)CCN(Cc3cc4ccccc4o3)CC2)cc1
  5	1.1	-7	0	11	-1	0.95	-2	-12
Cn1cc(Cl)c(C(=O)Nc2cnn(Cc3ccc(F)cc3)c2)n1
  -6	1	-7	2	5	-3	1.1	-4	-5
O=[N+]([O-])c1cc(-c2nnc(Nc3ccc(O)cc3)c3ccccc23)ccc1N1CCOCC1
  3	1.1	-5	1	19	-3	0.97	-3	-7
CCOC(=O)COc1ccccc1-c1ccno1
  17	1.2	1	0	3	2	0.83	0	-19
CCn1c(NCc2cc(Br)ccc2NS(=O)(=O)c2ccc(C)cc2)nc2ccccc21
  -110	1.1	-12	1	8	-2	2.1*	-8	-7
O=C(Nc1ccccc1C(=O)N/N=C/c1ccco1)c1ccc(F)cc1
  -2	1.2	-5	-6	14	-1	1	0	-21
CCC(C(=O)N1CCN(S(=O)(=O)c2ccc(F)cc2)CC1)c1ccccc1 (stereo not given)
  6	1.1	-4	1	10	1	0.94	-2	-6
CCN(CC(=O)Nc1ccc(OC)cc1)C(=O)c1cc([N+](=O)[O-])ccc1N1CCOCC1
  6	0.96	-7	0	16	2	0.94	0	4
COCC(=O)/C=C1\Sc2ccccc2N1C
  10	0.84	-8	-3	22	-1	0.9	-3	16
c1csc(-c2nnc(N3CCOCC3)c3ccccc23)c1
  3	1	-6	-1	-8	1	0.97	-8	-3
COc1ccc(OCC(=O)Nc2nc3c(s2)CCCC3)cc1
  9	1.2	-7	0	41	-3	0.91	-3	-17
COc1ccc(C(=O)NNC(=O)c2ccccc2[N+](=O)[O-])cc1
  6	1	-6	1	15	-2	0.94	-1	0
COC(=O)C1=C(C)N(CCCC(=O)O)C(=O)NC1c1cccc2ccccc12 (stereo not given)
  -5	1	-9	-1	9	2	1	0	-4
O=C(c1cccc(C(F)(F)F)c1)C1CCCN(C(=O)CCn2cnnn2)C1 (stereo not given)
  -12	1.1	-3	1	-11	-3	1.1	-6	-12
Cc1cc(Nc2nc3ccccc3nc2Cl)n(-c2ccccc2)n1
  5	0.88	-5	-9	6	-6	0.95	0	12
CC(C)CN1CCNC(=O)C1CC(=O)NCCc1cnn(-c2ccccc2)c1 (stereo not given)
  7	1	-3	-6	25	1	0.93	-2	-5
Cc1ccc(-n2c(C)cc(C(=O)NS(=O)(=O)c3ccc(C)cc3)c2C)cc1
  7	0.98	-9	0	-5	-1	0.93	-7	2
COc1ccc(-c2[nH]n(-c3ccc([N+](=O)[O-])cc3)c(=O)c2C=NCc2ccc(F)cc2)cc1
  10	0.86	-11	20	-6	-3	0.9	-2	14
Cc1nn(Cc2cccc(C(=O)NC34CC5CC(CC(C5)C3)C4)c2)c(C)c1Br
  -18	1.3	-10	0	0	-6	1.2	-7	-29
Cn1c(=O)c2c(nc(Sc3ncccn3)n2Cc2ccc(Cl)cc2)n(C)c1=O
  -4	0.95	-6	2	11	-3	1	-6	5
COc1ccc(NC(=S)N2CCN(C(c3ccccc3)c3ccccc3)CC2)cc1OC
  -24	1	-1	2	27	0	1.2	1	-4
O=C(CO/N=C\c1ccccc1)Nc1ccccc1C(=O)N1CCOCC1
  -2	0.95	-1	0	7	0	1	1	5
Cc1ccc(NC2=C(N3CCOCC3)C(=O)c3ccccc3C2=O)cc1
  4	1.1	-3	-124	21	-2	0.96	0	-13
COc1cc(=O)n(C)c2c(OCC(O)C(C)(C)O)cccc12 (stereo not given)
  -9	1.1	4	-3	11	-1	1.1	2	-8
Cc1cccc(NC2=NC(=S)N(c3cccc(C(=O)O)c3)C23CCCCC3)c1
  -1	0.98	-5	2	-3	3	1	0	2
Cc1ccc(-n2c(SCC(=O)Nc3ccc(C(=O)O)cc3)nnc2-c2ccncc2)cc1
  8	1.1	-5	-1	13	2	0.92	-2	-10
CN1CCN(NC(=O)c2ccc(Cl)s2)CC1
  3	1.1	-4	3	2	2	0.97	0	-14
CC(C)Cc1nnc(NC(=O)c2cccc(S(=O)(=O)N3CCOCC3)c2)s1
  1	1.1	-1	2	8	-6	0.99	-1	-12
O=C(COc1cccc(Cl)c1)Nc1ccc2c(c1)CCC2
  -29	1.1	-9	2	39	-3	1.3	-2	-6
COC(=O)c1ccccc1NC(NC(=O)c1ccco1)C(=O)c1ccccc1 (stereo not given)
  16	0.94	-6	2	-13	-1	0.84	-2	6
NC1=NC(=O)/C(=C/c2ccc(Cl)cc2Cl)S1
  0	1.5	2	2	3	-1	1	3	-51
CCc1noc(C)c1C(=O)OCC(=O)NC(C)c1ccccc1 (stereo not given)
  3	1.1	-7	1	5	0	0.97	-2	-7
CC(=O)N1CCCc2cc(S(=O)(=O)Nc3ccccc3C)ccc21
  5	1	-4	2	-2	2	0.95	-1	-4
O=C(Nc1ccc2c(c1)OCO2)c1ccc(Br)s1
  11	0.85	-5	-11	33	-5	0.89	-2	15
COc1ccc(C2(NC(C)=O)CCN(C(=O)CCC(=O)O)CC2)cc1
  8	0.95	0	2	-2	2	0.92	-1	5
COc1ccc(N(C(C)=O)S(=O)(=O)c2cc(OC)ccc2OC)cc1
  0	0.97	-7	-1	-2	-3	1	-3	3
COc1ccccc1CNc1ncccn1
  -8	1.1	-1	0	7	2	1.1	-1	-7
O=C(O)c1ccc(N=C2SCC(=O)N2Cc2ccccc2)cc1
  -3	1.1	-5	1	-1	3	1	-1	-12
Cc1noc(C)c1COc1ccc(C(=O)NCc2cccs2)cc1
  2	0.91	-3	0	18	-3	0.98	-2	9
CC1CCCC(NC(=O)COC(=O)CSc2ccc3ccccc3c2)C1C (stereo not given)
  7	0.94	13	1	23	-4	0.93	-2	6
